MPTP block = mitochondrial permeability transition pore inhibitors, primary screen, biochemical, isolated mouse mitochondria, absorbance; Ca2+ swelling absorbance, 30 min; inhibition, % at 10 µM; 360,000 compounds, 1.4% hits;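 active = inhibition of 50% or more, scaled per plate between neutral and stimulator controls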;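 also: 0% = DMSO wells given calcium and 100% = 1 mM EGTA wells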
NR3A LBD binder = binders of NR3A ligand-binding domain, primary screen, biophysical, differential scanning fluorimetry, uHTS; NR3A LBD differential scanning fluorimetry, Tm shift; 0% = protein alone, 100% = glycine-bound protein; Tm shift relative to glycine control, % at 25 µM; 340,000 compounds, 2.5% hits;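 active = melting temperature shift of at least 10% of the positive control shift, at one fixed dose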
hIAP activ = human IAP activators, primary screen, biochemical, luminescence, uHTS; Intestinal-type alkaline phosphatase (Homo sapiens), P09923; purified human IAP, CDP-Star luminescence, 30 min; hits give high values; 1 = vehicle-only enzyme, 0 = enzyme-free background; activation factor at 10 µM; 330,000 compounds, 0.16% hits; AID 2524, 2010;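 active = activation factor of the enzyme at least 2-fold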; also: the source names both 10 and 20 µM as test concentration; values of inactives mirror those of a sister screen read the other way
SENP1 FRET inh = human SENP1 catalytic domain inhibitors, primary screen, biochemical, FRET, uHTS. Sentrin-specific protease 1 (Homo sapiens), Q9P0U3. recombinant SENP1 catalytic domain, CyPet-SUMO1-YPet FRET cleavage. inhibition, % at 10 µM. 360,000 compounds, 0.21% hits. AID 624204, 2012;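 active = inhibition at least 30% at 10 µM, raw YFP signal under a set limit, fluorescence ratio 0.5 to 1.5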;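 also: 0% = enzyme with DMSO and 100% = no enzyme wells; some results filed as inactive read as strong as hits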
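Material – human SENP1 catalytic domain · Input – SENP1 enzyme, 20 pM final · Compound dosing – single concentration of 10 µM compound, 0.5% DMSO final · Timing – enzyme reaction for 50 min at room temperature, dark · Measured by – FRET fluorescence in CFP and YFP emission channels · Control set – no-enzyme wells low, DMSO-plus-enzyme wells high control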
PfGluPho inh = PfG6PD enzyme inhibitors, primary screen, biochemical, fluorescence intensity, uHTS. glucose-6-phosphate dehydrogenase-6-phosphogluconolactonase (Plasmodium falciparum 3D7). PfGluPho enzyme, NADPH resazurin-diaphorase fluorescence. inhibition, % at 20 µM. 350,000 compounds, 0.78% hits;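 active = inhibition reaching at least a set limit at 20 µM in the primary screen, cut at about 59% in these data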;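 also: 0% = DMSO wells with substrate and 100% = DMSO wells lacking glucose-6-phosphate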
SENP6 block = SENP6 protease inhibitors, primary screen, biochemical, luminescence, uHTS | 330,000 compounds, 1.8% hits | Sentrin-specific protease 6 (Homo sapiens), Q9GZR1 | inhibition, % at 10 µM | AID 2599, 2010 | Recombinant SENP6 catalytic domain, aminoluciferin luminescence;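 active = inhibition above about 50% at the single tested dose, limit read from the data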;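 also: plate controls were DMSO wells with enzyme for no effect and DMSO wells lacking enzyme for full effect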
ATG4B inh = ATG4B protease inhibitors, primary screen, biochemical, fluorescence, uHTS. Cysteine protease ATG4B (Homo sapiens), Q9Y4P1. ATG4B cleavage of LC3-PLA2, NBD-HPC fluorescence, 1 h. inhibition, % at 8.33 µM. 340,000 compounds, 0.51% hits. AID 504462, 2011; in the data active = inhibition above about 40%
Target sequence (Q9Y4P1 whole entry, looked up): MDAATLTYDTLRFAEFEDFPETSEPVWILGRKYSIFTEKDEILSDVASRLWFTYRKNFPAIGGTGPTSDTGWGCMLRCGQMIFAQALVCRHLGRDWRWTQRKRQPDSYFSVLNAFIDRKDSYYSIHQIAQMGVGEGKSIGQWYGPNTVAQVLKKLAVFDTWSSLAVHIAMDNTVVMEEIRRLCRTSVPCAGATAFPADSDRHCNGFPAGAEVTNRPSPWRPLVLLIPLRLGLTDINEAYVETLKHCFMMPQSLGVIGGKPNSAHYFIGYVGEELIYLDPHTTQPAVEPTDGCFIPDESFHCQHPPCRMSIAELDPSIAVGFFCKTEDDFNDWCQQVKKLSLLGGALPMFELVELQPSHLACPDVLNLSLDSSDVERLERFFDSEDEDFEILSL
SENP8 inh = human SENP8 protease inhibitors, primary screen, biochemical, fluorescence, Nedd8 protein substrate, uHTS | AID 602440, 2012 | inhibition, % at 20 µM | 360,000 compounds, 0.64% hits | recombinant SENP8 | Sentrin-specific protease 8 (Homo sapiens), Q96LD8; in the data active = inhibition mostly above about 40%, no sharp cut-off; inactive = mostly below about 27%
Target sequence (Q96LD8 whole entry, looked up): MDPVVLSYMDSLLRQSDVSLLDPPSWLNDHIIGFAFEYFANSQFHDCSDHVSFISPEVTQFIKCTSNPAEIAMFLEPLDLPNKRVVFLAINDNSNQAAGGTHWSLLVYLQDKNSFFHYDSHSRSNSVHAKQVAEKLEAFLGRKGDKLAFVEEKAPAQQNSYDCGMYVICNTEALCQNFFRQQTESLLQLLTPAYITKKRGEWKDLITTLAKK
An asterisk follows results filed as active; nt = not tested or not shown. Not a hit list; 6.7% or so of the library scored in one or more.

mol | MPTP block | NR3A LBD binder | hIAP activ | SENP1 FRET inh | PfGluPho inh | SENP6 block | ATG4B inh | SENP8 inh
Cc1[nH]n(-c2cccc(Cl)c2)c(=O)c1-c1ccc(Cl)cc1 | 102* | 7 | 0.93 | 0 | 6 | 4 | 6 | 9
CNc1nc2ccccc2n1/N=C/c1cccc(OC)c1OC | -0.7 | 32* | 0.97 | 0 | 18 | -3 | -12 | 9
CN(C)c1ccc(/C=N/NC(=O)C[n+]2ccccc2)cc1 | 0.2 | 0 | 1.1 | -17 | 1 | -25 | 7 | 32
COc1ccc(CNC(=O)CN(C)Cc2ccc(C(C)(C)C)cc2)cc1 | 0.0 | -2 | 0.94 | 1 | -10 | 14 | 5 | 18
COc1cc(/C=C2\S/C(=N/S(=O)(=O)Cc3ccccc3)NC2=O)c([N+](=O)[O-])cc1OC | 8.2 | -6 | 0.9 | 17 | 8 | 12 | -4 | 10
O=C(COc1ccccc1Cl)NCCCNC(=O)c1cccnc1 | -0.8 | -1 | 1 | 0 | -7 | 7 | 17 | 11
CC(C)OCC(O)CS(=O)Cc1ccccc1 (stereo not drawn) | 0.1 | -3 | 0.93 | 2 | -17 | -14 | 9 | 31
O=C(COC(=O)C1CCN(c2ccc(C(F)(F)F)cn2)CC1)Nc1ncc(Cl)cc1Cl | 2.1 | -1 | 0.84 | 0 | -3 | -7 | -4 | -79
Cc1cccc(NC(=S)/N=C(\N)Nc2nc(C)c3cc(C)ccc3n2)c1 | 3.7 | 20* | 1.2 | -2 | 9 | -25 | 21 | -12
Cn1nc(C(F)(F)F)c(/C=N/OC(=O)c2ccc(Cl)cc2)c1Cl | -1.6 | 3 | 1.2 | 5 | 11 | 0 | 2 | 11
COc1ccc(Cc2nnc(SCC(=O)Nc3ccc(C)c(C)c3)o2)cc1OC | 0.0 | -4 | 0.95 | 1 | -9 | 5 | -5 | 3
Cc1c(C(C)CCCO)oc(=O)c2c1Oc1c(C)c(C(C)C[C@H](C)O)oc(=O)c1C2 (stereo partly drawn) | -0.6 | 0 | 1.1 | -18 | -15 | -8 | 0 | -4
CC1CCN(C(=O)COc2ncnc3ccccc23)CC1 | 1.8 | 0 | 1.2 | 1 | 14 | -5 | -7 | -22
COCCCN1C(=O)C(=O)/C(=C(/O)c2ccccc2)C1c1ccc2c(c1)OCO2 (stereo not drawn) | -0.1 | -1 | 0.96 | 2 | 12 | -14 | 2 | 14
CCCNC(=O)COC(=O)/C=C/c1ccco1 | -1.2 | 4 | 0.94 | 2 | -5 | -3 | -8 | 3
CC1CN(CCC(=O)Nc2ccc3c(c2)CCC3)CC(C)O1 (stereo not drawn) | -0.2 | 1 | 1 | 0 | 13 | -20 | -1 | 13
COc1ccc(-c2nc(CS(=O)CC(=O)NCc3ccc(C)cc3)c(C)o2)cc1OC (stereo not drawn) | -0.1 | 0 | 1.1 | 1 | 4 | -11 | -11 | 3
COc1ccc(-c2cc(C#N)nc(Oc3ccc(Cl)cc3)n2)cc1 | 0.6 | -10 | 1.1 | 4 | -4 | -11 | -6 | -399
COc1cccc(COC(=O)c2ccc3c(c2)NC(=O)C(C)S3)c1OC (stereo not drawn) | -0.8 | 1 | 0.97 | -2 | -1 | -16 | -1 | 0
Cc1[nH]nc(C(=O)NN=Cc2ccccc2Cl)c1N=NN(C)C | 0.1 | -3 | nt | 2 | 8 | nt | 2 | -6
Cc1ccc(-c2cc(C(F)(F)F)c(C#N)c(=O)[nH]2)cc1 | 37 | 1 | 0.95 | -105 | -4 | 76* | 16 | -438
Cc1ccccc1Nc1nc(N)nc(CSc2ccccc2)n1 | -0.8 | 3 | 0.94 | 2 | 29 | -36 | 3 | 16
Cc1cc(OCc2cn3cccnc3n2)ccc1Cl | 0.5 | -1 | 0.95 | -8 | 13 | 1 | -4 | -392
O=C(CCc1nnc2ccc(NCc3ccccc3Cl)nn12)NCC1CCN(C2CCCC2)C1 (stereo not drawn) | -1.4 | -2 | 1.2 | -28 | 17 | 7 | 4 | -6
COc1cc2c(cc1OC)[C@@H]1Cc3ccc(OC)c(OC)c3CN1CC2 | -0.7 | -2 | 0.95 | 12 | -9 | -10 | 1 | 7
CC(c1cccs1)N(Cc1ccco1)C(=S)Nc1ccc(F)c(Cl)c1 (stereo not drawn) | 16 | -4 | 0.91 | 1 | 3 | -12 | -8 | 19
CCN(CC)c1nc(SCCOC(=O)Nc2ccccc2)nc(N(CC)CC)n1 | 5.3 | -7 | 1.1 | 2 | 16 | -15 | -4 | 4
S=C(NCc1ccco1)Nc1ccccc1 | -0.5 | -2 | 0.93 | 3 | -18 | 14 | 9 | -8
CC(C)(C)OC(=O)N1CCC[C@H]1c1nnc(SCc2ccc(Cl)cc2)o1 | -1.2 | 1 | 1.2 | 2 | -1 | -4 | -6 | 10
CNc1ccc(Br)cc(C(=O)/C=C/c2ccc3c(c2)OCO3)c1=O | -0.4 | -2 | 0.8 | 17 | 38 | 11 | 6 | -37
O=C(CN1CCCCC1)NN(Cc1ccccc1)c1ccccc1 | 0.2 | -2 | 0.91 | -1 | -13 | -2 | 3 | 10

Molecules shown so far containing a cyano group (2):
mol | MPTP block | NR3A LBD binder | hIAP activ | SENP1 FRET inh | PfGluPho inh | SENP6 block | ATG4B inh | SENP8 inh
COc1ccc(-c2cc(C#N)nc(Oc3ccc(Cl)cc3)n2)cc1 | 0.6 | -10 | 1.1 | 4 | -4 | -11 | -6 | -399
Cc1ccc(-c2cc(C(F)(F)F)c(C#N)c(=O)[nH]2)cc1 | 37 | 1 | 0.95 | -105 | -4 | 76* | 16 | -438

In another format: nine of the compounds above.
Below each SMILES – MPTP block | NR3A LBD binder | hIAP activ | SENP1 FRET inh | PfGluPho inh | SENP6 block | ATG4B inh | SENP8 inh
COc1ccc(-c2nc(CS(=O)CC(=O)NCc3ccc(C)cc3)c(C)o2)cc1OC (stereo not drawn)
  -0.1 | 0 | 1.1 | 1 | 4 | -11 | -11 | 3
COc1ccc(-c2cc(C#N)nc(Oc3ccc(Cl)cc3)n2)cc1
  0.6 | -10 | 1.1 | 4 | -4 | -11 | -6 | -399
COc1cccc(COC(=O)c2ccc3c(c2)NC(=O)C(C)S3)c1OC (stereo not drawn)
  -0.8 | 1 | 0.97 | -2 | -1 | -16 | -1 | 0
Cc1[nH]nc(C(=O)NN=Cc2ccccc2Cl)c1N=NN(C)C
  0.1 | -3 | nt | 2 | 8 | nt | 2 | -6
Cc1ccc(-c2cc(C(F)(F)F)c(C#N)c(=O)[nH]2)cc1
  37 | 1 | 0.95 | -105 | -4 | 76* | 16 | -438
Cc1ccccc1Nc1nc(N)nc(CSc2ccccc2)n1
  -0.8 | 3 | 0.94 | 2 | 29 | -36 | 3 | 16
Cc1cc(OCc2cn3cccnc3n2)ccc1Cl
  0.5 | -1 | 0.95 | -8 | 13 | 1 | -4 | -392
O=C(CCc1nnc2ccc(NCc3ccccc3Cl)nn12)NCC1CCN(C2CCCC2)C1 (stereo not drawn)
  -1.4 | -2 | 1.2 | -28 | 17 | 7 | 4 | -6
COc1cc2c(cc1OC)[C@@H]1Cc3ccc(OC)c(OC)c3CN1CC2
  -0.7 | -2 | 0.95 | 12 | -9 | -10 | 1 | 7
